Source: PubChem BioAssay (several laboratories)
p97 inhibitor: inhibitors of human p97 ATPase, primary screen, biochemical; AID 1481, 2009; recombinant p97 ATPase, Kinase-Glo ATP luminescence, 3 h; inhibition, % at 8 µM; hit rate 0.42% among 220,000; in the data active = inhibition above about 15%;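 note: 0% = DMSO vehicle and 100% = wells lacking enzyme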
Ba/F3 V617F tox: reduced viability of JAK2V617F-dependent Ba/F3 cells, primary screen, JAK2V617F inhibitor project, cell-based, Ba/F3 EpoR-JAK2V617F, luminescence | hit rate 1.1% among 220,000 | ATP luminescence | inhibition, % at 5.6 µM | AID 1446, 2008;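 active = inhibition above the campaign mean plus 3 SD over all tested compounds, cut at about 24% in these data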;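 note: cytokine-independent growth of Ba/F3 cells driven by EpoR plus mutant JAK2; 0% = DMSO-treated cells and 100% = JAK inhibitor I control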
RBBP9 inh: human RBBP9 inhibitors, primary screen, biochemical, fluorescence polarization, FP-Rh probe, HTS; recombinant RBBP9; inhibition, % at 7.94 µM; hit rate 0.2% among 220,000; AID 1515, 2009;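 active = inhibition above the campaign mean of all tested compounds plus 3 SD, cut at about 14% in these data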;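 note: plate controls were DMSO wells with RBBP9 for no effect and wells lacking RBBP9 protein for full effect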
Target sequence (O75884 whole entry, looked up): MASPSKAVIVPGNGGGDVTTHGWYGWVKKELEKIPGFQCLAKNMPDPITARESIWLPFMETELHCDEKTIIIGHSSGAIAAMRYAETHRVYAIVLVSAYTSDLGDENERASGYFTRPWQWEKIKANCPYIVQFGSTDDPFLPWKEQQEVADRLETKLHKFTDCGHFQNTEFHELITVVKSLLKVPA
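Test system: recombinant human RBBP9; Timing: 30 min then 45 min, 25 °C; Detection: fluorescence polarization; Control set: RBBP9 with DMSO as uninhibited control, no-protein wells as full inhibition; Compound dosing: one concentration, 7.94 µM nominal, 0.794% DMSO; Probe or stimulus: FP-Rh activity-based probe, 375 nM before mixing.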
Furin inh: human furin inhibitors, primary screen, biochemical, fluorescence intensity. P09958. purified furin, fluorogenic substrate cleavage. inhibition, % at 30 µM. hit rate 0.061% among 220,000. AID 463115, 2010; in the data active = inhibition above about 25%; note: inactives centre near -15
TbHK1 inh: Trypanosoma brucei hexokinase 1 inhibitors, primary screen, biochemical, G6PDH-coupled NADH absorbance, MLSCN library; hexokinase 1 [Trypanosoma brucei]; recombinant TbHK1, G6PDH-coupled NADH A340; inhibition, % at 10 µM; hit rate 0.11% among 220,000;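 active = inhibition of 50% or more in the single-dose primary screen; inactive = inhibition below 50%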
PPC-1+TRAIL kill: compounds killing PPC-1 cancer cells with TRAIL present, primary screen, TRAIL potentiator project, ATPLite luminescence, uHTS | PPC-1 cells + TRAIL, ATPLite viability luminescence | cell killing (% activity), % at 4 µM | hit rate 0.41% among 220,000 | AID 1443, 2008;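 active = cell killing above 50% in the first pass at 4 µM, then a duplicate retest at 5 µM averaging 50% or more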;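 note: plate controls were cells with TRAIL plus DMSO for no effect and medium-only wells lacking cells for full effect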
p47phox inh: p47phox/p22phox peptide binding inhibitors, primary screen, biochemical, uHTS, NADPH oxidase regulatory subunit | AID 1274, 2008 | fluorescence polarization, 2 h | inhibition, % at 24.7 µM | hit rate 0.53% among 220,000;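 active = inhibition above about 30%, limit read from the data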;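 note: 0% = p47phox with labelled peptide and 100% = labelled peptide alone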
Target sequence (P14598 whole entry, looked up): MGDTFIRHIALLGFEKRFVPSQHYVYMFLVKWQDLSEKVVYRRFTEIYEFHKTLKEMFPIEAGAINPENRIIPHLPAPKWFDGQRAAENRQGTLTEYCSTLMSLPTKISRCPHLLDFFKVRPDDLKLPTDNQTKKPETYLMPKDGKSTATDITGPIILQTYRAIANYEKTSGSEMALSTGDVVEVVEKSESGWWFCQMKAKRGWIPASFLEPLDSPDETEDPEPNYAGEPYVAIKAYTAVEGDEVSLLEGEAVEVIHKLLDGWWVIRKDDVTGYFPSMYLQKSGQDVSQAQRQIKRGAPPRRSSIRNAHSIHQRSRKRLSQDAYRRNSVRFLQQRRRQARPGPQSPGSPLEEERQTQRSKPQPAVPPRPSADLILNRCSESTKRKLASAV
BaF3 tox: parental Ba/F3 cell viability inhibition, counter-screen for JAK2V617F inhibitor project, murine pro-B, CellTiter-Glo luminescence; hit rate 1.1% among 220,000; inhibition, % at 5.6 µM; CellTiter-Glo ATP luminescence;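 active = inhibition above a per-campaign cutoff, the mean inhibition of all tested compounds plus 3 SD, cut at about 27% in these data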;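 note: 0% = DMSO wells and 100% = JAK Inhibitor I control wells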
PGE2 EP2 inh: human EP2 receptor antagonists, primary screen, TR-FRET cAMP, C6 glioma cells; Prostaglandin E2 receptor EP2 subtype (Homo sapiens), P43116; C6 glioma cells expressing human EP2; cells stimulated with saturating PGE2; inhibition, % at 25 µM; hit rate 0.52% among 260,000;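 active = percent inhibition above 40 after rounding to a whole number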;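 note: rat C6 glioma host cells with rolipram phosphodiesterase inhibitor present; the protocol text gives 20 µM as final concentration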
Target sequence (P43116 whole entry, looked up): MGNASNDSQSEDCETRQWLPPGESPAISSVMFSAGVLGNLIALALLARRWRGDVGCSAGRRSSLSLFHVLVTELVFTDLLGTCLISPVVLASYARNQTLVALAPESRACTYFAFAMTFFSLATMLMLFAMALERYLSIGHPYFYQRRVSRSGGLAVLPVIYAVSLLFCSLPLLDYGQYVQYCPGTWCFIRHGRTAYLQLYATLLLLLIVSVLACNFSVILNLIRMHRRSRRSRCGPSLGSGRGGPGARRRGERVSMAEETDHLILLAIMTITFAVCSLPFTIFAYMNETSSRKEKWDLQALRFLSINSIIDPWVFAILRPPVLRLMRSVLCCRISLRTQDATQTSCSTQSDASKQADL
Numbers without * were called inactive; / = no result given; & = joins results of further samples; [ ] = remark or other dose.

The opening 2 records (preview)
Compound	Furin inh	BaF3 tox	PGE2 EP2 inh	RBBP9 inh	Ba/F3 V617F tox	p97 inhibitor	TbHK1 inh	PPC-1+TRAIL kill	p47phox inh
CC(C)OC(=O)c1c(NS(=O)(=O)c2ccccc2)sc2c1CCCC2	3[20 µM]	-1	19	-9	-3	-6	-1	8	-24
COC(=O)c1cc(C(=O)N2CCN(c3cccc(C)c3C)CC2)cc([N+](=O)[O-])c1	-15	68*	4	0	49*	0	-3	3	1

All compounds of this part, from the first entry:
Compound	Furin inh	BaF3 tox	PGE2 EP2 inh	RBBP9 inh	Ba/F3 V617F tox	p97 inhibitor	TbHK1 inh	PPC-1+TRAIL kill	p47phox inh
CC(C)OC(=O)c1c(NS(=O)(=O)c2ccccc2)sc2c1CCCC2	3[20 µM]	-1	19	-9	-3	-6	-1	8	-24
COC(=O)c1cc(C(=O)N2CCN(c3cccc(C)c3C)CC2)cc([N+](=O)[O-])c1	-15	68*	4	0	49*	0	-3	3	1
CCCCN(C)C(=O)c1nc2ccccn2c1CN1CCN(c2ncccn2)CC1	-30	7	1	-2	0	-1	0	-15	-1
CCCN1CNC(=S)N(CCc2ccccc2)C1	-7	3	2	-3	-2	0	-4	8	-14
COc1ccc(OC)c(S(=O)(=O)Nc2cc(OC)c(Cl)cc2OC)c1	-1[20 µM]	3	31	-6	-1	-3	-3	-1	17
CCCCNC(=O)CC1N=C2c3ccccc3N=C(SCC(=O)Nc3ccc(OC)cc3)N2C1=O (stereo not given)	-15	6	9	-13	1	4	-11	-8	-5
Cc1ccc(S(=O)(=O)N(C#N)c2nc(C)cc(C)n2)cc1	-7[20 µM]	3	8	1	0	3	-1	18	4
CCOc1ccc(NC(=S)NN2C(C)CCCC2C)cc1 (stereo not given)	-13	2	10	-3	0	1	35	8	-9
CC1CCN(C(c2ccc(N(C)C)cc2)c2nnnn2C(C)(C)C)CC1 (stereo not given)	-19	1	9	-2	-4	0	1	23	-7
O=C(Nc1nc2ccccc2s1)C1CC(=O)N(c2ccccc2)C1 (stereo not given)	-16[20 µM]	2	9&3	-2	-2	0	-5	3	-7
COc1ccc(C2CC(c3cccc(Cl)c3)n3nc(N)nc3N2)cc1 (stereo not given)	-22	5	10	-8	-1	0	-2	-6	-7
O=C(/C=C/C(=O)NCc1cccs1)NCc1cccs1	-22	-3	3	-4	-5	1	-10	10	-8
C=CCNCCCCOc1ccc(C)cc1[N+](=O)[O-]	-11	6	29	8	0	3	-3	15	-13
COc1cccc(CC(NC(C)=O)C(=O)NC2CCN(S(=O)(=O)c3ccc4ccccc4c3)CC2)c1 (stereo not given)	-24[20 µM]	5	10	1	-3	1	-18	7	14
CCOc1c(Br)cc(/C=C2/SC(=O)N(CC(=O)N3CCCC3)C2=O)cc1OC	-12[20 µM]	-2	/	2	-1	3	-3	9	-4
C/C=C(/C)C(=O)OC1Cc2c(ccc3ccc(=O)oc23)OC1(C)C (stereo not given)	-43	/	13	/	/	/	-38	1	-6
COc1ccc(C(=O)Cc2ccccc2)cc1OC	-19	2	15	0	0	1	-2	37	-2
CCn1c(COc2ccc3c(c2)OCO3)nnc1SCC(=O)c1ccc(Cl)cc1	-19[20 µM]	1	20	9	-5	1	-16	2	0
Nn1c(SCC(=O)Nc2ccc3c(c2)OCO3)nnc1-c1ccncc1	-15[20 µM]	0	/	1	0	4	-3	24	-9
CC(=O)c1cccc(NC(=O)NC2CCCCC2)c1	-29	5	8	-4	-1	1	5	1	-12
CN(C)c1c(F)cc(C(=O)NCc2ccccc2)cc1F	-6	-1	15	-13	-5	6	-4	31	-13
CCOC(=O)Cc1csc(NC(=O)CSc2nnnn2-c2ccc(C)c(C)c2)n1	13[20 µM]	2	19	-3	-2	-4	0	11	-12
O=C(Nc1cnc2ccccn2c1=O)c1ccc(Cl)cc1	-9[20 µM]	7	2	-6	-1	-3	-36	-8	-7
O=C1C(Br)=Cc2cccc3cccc1c23	-15	3	15	-1	1	-3	35	18	31*
COc1ccccc1C1C(C(N)=O)=C(C)Nc2ncnn21 (stereo not given)	-5[20 µM]	2	2	3	-3	3	-4	14	-10
Clc1ccc(CO/N=C2\CCCc3nonc32)c(Cl)c1	-2	8	7	-5	2	-6	-3	-6	-15
Cc1ccc(-n2c(C)cc(/C=N\NC(=O)CC(=O)NC(C)C)c2C)cc1	-28	6	5	4	-5	3	-3	6	-10
O=C(O)c1cc([N+](=O)[O-])c(NCCC2=CCCCC2)c([N+](=O)[O-])c1	0	3	8	-11	5	-7	7	11	2
CCOc1c2ccc(C(=O)NCc3ccc(OC(F)(F)F)cc3)cc2nn1CC	-26[20 µM]	0	15	-5	-3	0	-1	32	-7
Cn1nc(C(F)(F)F)c(C(=O)Nc2ccc(F)cc2F)c1Sc1cccc(C(F)(F)F)c1	-18[20 µM]	2	6	-6	-1	-2	1	12	-12
O=C1NCCC/C1=N/Nc1ccc(F)cc1	-16	3	4	-9	-3	6	-18	24	-4
N#Cc1ccsc1NC(=O)CN1CCCCC1	-13[20 µM]	4	14	-4	1	-6	-15	8	-9
CCOc1nc(OCC)nc(N2CCC(C)CC2)n1	-13[20 µM]	-2	8	-6	-2	1	-1	38	-11
CC[n+]1c(C)n(-c2ccccc2)c2ccc(NC(C)=O)cc21	-12	58*	2	-7	71*	-6	8	20	4
COc1ccnc(Oc2ccc(F)cc2)c1C(=O)N/C=N/OCc1c(Cl)cccc1Cl	-30[20 µM]	3	9	-7	-5	-1	-5	-5	-1
COc1ccccc1NC(=O)CSc1nnc(Cc2cccn2C)n1CCc1ccccc1	2	3	8	-10	3	-8	-4	6	-6
CSc1ccccc1NC(=O)Cn1nnc(-c2ccc(S(C)(=O)=O)cc2)n1	-10	4	7	-4	3	-5	7	2	4
O=C(Cn1ncc2c1-c1ccccc1OC2)N1CCN(Cc2ccccc2)CC1	-14	0	10	1	-3	2	-6	-8	-7
O=C(c1ccc(N2CCCCC2)c([N+](=O)[O-])c1)N(Cc1ccccc1)c1ccccn1	-7	1	2	-4	-2	-5	-11	17	4
CCOCCOC(=O)COc1ccc2c(-c3ccccc3)cc(=O)oc2c1	-10	4	7	0	1	2	-14	9	-3
NC(=O)COC(=O)c1ccccc1OCc1ccc(Cl)cc1	-29	5	15	-6	0	0	-8	15	10
CCCCc1ccc(NC(=S)NCc2ccc(OC)cc2)cc1	-22	6	4	0	1	2	2	13	1
CCn1nnnc1SCC(=O)Nc1nc(-c2cccs2)cs1	-32[20 µM]	0	8	-10	-2	4	2	34	-18
CSc1ccc(-c2nc(CSCC(=O)NCCCN3CCOCC3)c(C)o2)cc1	-18[20 µM]	0	5	-2	-2	-2	-8	15	-11
CCCCc1cc(=O)oc2cc(O)cc(O)c12	-19	3	8	4	-2	8	-31	10	-1
CCc1ccc(CNC(=O)C(=O)NCCc2ccc(OC)c(OC)c2)cc1	-11[20 µM]	3	/	3	2	0	-8	/	/
N=c1c2c(n(Cc3ccc(F)cc3)c3c1CCC3)CCC2	-35	65*	0	1	49*	4	3	8	-1
Cn1c(C(O)c2ccccc2)nc(Cl)c1Cl (stereo not given)	-22	-2	2	8	-5	4	0	-1	-5
CCCCN1C(=O)CCC(C(=O)O)C1c1ccccc1 (stereo not given)	-16[20 µM]	0	8	4	-5	-1	-2	10	6
COc1ccccc1CNC(=O)COC(=O)Cn1cnc2ccccc21	-15	3	1	-5	0	-1	-6	1	-6
Cn1cc(CN2CCC(O)CC2)c(-c2ccc(Oc3ccccc3)cc2)n1	-4	4	4	-3	3	-2	8	8	-5
Cc1cc(-c2ccccc2)[nH]c(=O)c1S(=O)(=O)c1ccccc1	-1[20 µM]	0	12	7	-3	2	-31	19	-4
Cc1ccc(C(=O)OCC(=O)NCc2cccs2)cc1	-20	2	9	-8	0	0	-4	-22	-5
CCN1CCN(C(=S)c2ccc(SC)cc2)CC1	-18[20 µM]	1	6	-2	-3	0	-1	-9	-4
CCOC(=O)N1CCN(C2=Nc3cccc4cccc2c34)CC1	-17	4	16	-11	1	3	0	3	1
CCC(=O)OC1(C)C(=O)C=C2C=C(c3ccsc3)OC=C2C1=O (stereo not given)	-24	/	23	/	/	/	-17	-5	-18
CC(=O)Nc1ccc(SCC(=O)OCC(=O)NC(=O)NCCC(C)C)cc1	-40	6	9	6	0	2	-3	2	-18
Cc1cccc[n+]1CC(=O)c1ccc2c(c1)OCCO2	-7	6	9	-5	-1	5	-8	-5	-1
C[C@]12CCC(=O)C[C@@H]1CC[C@@H]1[C@@H]2CC[C@]2(C)C=CC[C@@H]12	/	-3	13	5	-7	5	/	11	-11
C(#Cc1ccccc1)CN1CCCCC1	-28	1	9	-5	-4	9	-3	6	-8
CCc1nnc(NC(=O)C2Cc3ccccc3CN2S(=O)(=O)c2ccc(C)cc2)s1 (stereo not given)	-3[20 µM]	0	11	-6	-3	6	-3	-3	-33
OCCNc1ncnc2ccc(Br)cc12	-4	2	12	0	-1	5	-10	15	6
CN(C(=O)COC(=O)c1ccc2c(=O)n3c(nc2c1)CCC3)c1ccccc1	-9	9	5	-2	2	-3	-3	22	4

This is a subset; the hit share may differ from the screen's.
